# BoNT-A LC inh2 – inhibitors of Botulinum neurotoxin A light chain protease | multiplex microsphere protease substrate cleavage, flow cytometry | inhibition, % at 10 µM | hit rate 0.17% among 360,000 | AID 588499; also: plate controls were buffer without enzyme for full effect and enzyme alone for no effect
# DUSP3 inh – inhibitors of human VHR1 phosphatase (DUSP3) | P51452 | recombinant VHR phosphatase, pNPP absorbance | inhibition, % at 13.3 µM | hit rate 0.52% among 290,000; in the data active = inhibition above about 50%; also: some compounds called inactive have numbers as strong as hits
# Target sequence (P51452 whole entry, looked up): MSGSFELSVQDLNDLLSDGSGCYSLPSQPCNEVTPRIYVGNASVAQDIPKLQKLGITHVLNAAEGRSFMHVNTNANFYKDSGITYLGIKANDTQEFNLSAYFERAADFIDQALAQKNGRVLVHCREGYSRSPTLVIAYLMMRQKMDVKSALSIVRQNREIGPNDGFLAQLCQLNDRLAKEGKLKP
# BoNT-F LC inh – blocks Botulinum neurotoxin F light chain protease; Multiplex microsphere protease cleavage assay, flow cytometry; inhibition, % at 10 µM; hit rate 0.22% among 360,000; AID 588497; in the data active = inhibition above about 35%, passing the limit was not always enough; inconclusive = no clear call, values can overlap the other calls; also: plate controls were buffer without enzyme for full effect and enzyme alone for no effect
# PrPC surface inh – cell surface PrPC inhibition, primary TR-FRET screen. P04156. TR-FRET read-out. inhibition, % at 13.8 µM. hit rate 0.43% among 370,000; in the data active = inhibition above about 24%; also: 0% = median of the test wells and 100% = reference compound wells
# CCHF vOTU inh – CCHFV vOTU protease inhibition | Pep-AMC fluorescence | inhibition, % at 11.5 µM | hit rate 0.55% among 370,000; in the data active = inhibition above about 30%; also: 0% = vehicle wells with enzyme and 100% = no enzyme wells
# Anthrax LF inh2 – inhibitors of Bacillus anthracis lethal factor protease; P15917; multiplex microsphere protease cleavage assay, LF; inhibition, % at 10 µM; hit rate 0.12% among 360,000; AID 588501; also: plate controls were buffer without enzyme for full effect and enzyme alone for no effect
# Target sequence (P15917 whole entry, looked up): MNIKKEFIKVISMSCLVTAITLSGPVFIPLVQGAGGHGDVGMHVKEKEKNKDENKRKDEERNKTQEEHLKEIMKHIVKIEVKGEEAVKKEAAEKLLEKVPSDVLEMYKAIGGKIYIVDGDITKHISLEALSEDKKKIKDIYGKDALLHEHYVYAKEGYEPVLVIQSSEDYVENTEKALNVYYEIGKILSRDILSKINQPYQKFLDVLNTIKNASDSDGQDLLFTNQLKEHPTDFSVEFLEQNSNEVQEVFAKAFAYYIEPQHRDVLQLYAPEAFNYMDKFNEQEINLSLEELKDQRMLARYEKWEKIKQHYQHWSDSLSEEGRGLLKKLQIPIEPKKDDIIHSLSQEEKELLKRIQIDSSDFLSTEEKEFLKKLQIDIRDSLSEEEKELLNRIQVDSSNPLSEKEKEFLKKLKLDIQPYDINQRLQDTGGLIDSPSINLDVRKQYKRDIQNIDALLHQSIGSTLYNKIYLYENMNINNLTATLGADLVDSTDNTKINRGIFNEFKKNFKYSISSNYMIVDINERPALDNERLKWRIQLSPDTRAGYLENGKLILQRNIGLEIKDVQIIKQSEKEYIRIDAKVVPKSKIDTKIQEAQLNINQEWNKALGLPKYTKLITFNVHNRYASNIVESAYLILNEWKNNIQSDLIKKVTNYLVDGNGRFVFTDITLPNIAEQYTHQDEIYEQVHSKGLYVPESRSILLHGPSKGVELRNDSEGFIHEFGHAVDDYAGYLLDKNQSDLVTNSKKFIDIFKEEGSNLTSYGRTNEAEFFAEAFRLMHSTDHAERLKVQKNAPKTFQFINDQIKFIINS
# 3CLpro inhibitor – SARS-CoV 3CLpro protease inhibition | P0C6X7 | recombinant SARS-CoV 3CLpro, quenched FRET peptide cleavage | inhibition, % at 6 µM | hit rate 0.14% among 290,000 | AID 1706; in the data active = inhibition above about 12%
# PriA SSB inh – inhibitors of Klebsiella pneumoniae PriA binding to SSB C-terminal tail. AID 1272365. hit rate 0.6% among 430,000. AlphaScreen SSBct-PriA binding, biotinylated peptide. inhibition, % at 33 µM; in the data active = inhibition mostly above about 37%, no sharp cut-off; inactive = mostly below about 20%;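 also: plate controls were negative control peptide for no effect and reference peptide for full effect; strong numbers were not always called active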
# MazF activator – activators of E. coli MazEF toxin-antitoxin RNase; P0AE70; hit rate 0.32% among 350,000; FAM/BHQ RNA-DNA oligo cleavage fluorescence, 5 h; AID 504720; activation, % at 20 µM; in the data active = activation above about 50%
# Target sequence (P0AE70 whole entry, looked up): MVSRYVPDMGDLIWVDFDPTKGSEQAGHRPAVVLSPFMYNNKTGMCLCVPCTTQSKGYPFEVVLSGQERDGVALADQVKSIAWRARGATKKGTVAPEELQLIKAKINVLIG
# Rv3671c protease – inhibits the M. tuberculosis serine protease Rv3671c. hit rate 0.048% among 320,000. inhibition, % at 5.96 µM. AID 2606. P9WHR9; in the data active = inhibition above about 38%;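 also: extracellular domain of Rv3671c used as enzyme; 0% = enzyme with DMSO and 100% = no enzyme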
# Active calls of the source: *; i = inactive; ? = inconclusive; / = no result given. Rule as the data show it, unless noted: active = inhibition above about 30%; inconclusive = no clear call, values can overlap the other calls; inactive = below that.
SMILES,BoNT-A LC inh2,DUSP3 inh,BoNT-F LC inh,PrPC surface inh,CCHF vOTU inh,Anthrax LF inh2,3CLpro inhibitor,PriA SSB inh,MazF activator,Rv3671c protease
CN(Cc1cccs1)C(=O)CN1CCN(S(=O)(=O)c2ccc3c(c2)OCCCO3)CC1,-4.6,/,-4,6,-7,0,/,30,-5,/
O=C(CSc1nnnn1C1CCCC1)Nc1cccc(NC(=O)c2ccco2)c1,15,14,-1,2,-7,2,0,-19,-4,-9
CCOC(=O)CSc1nc(C(C)C)nc2ccccc12,1.7,-7,17,110*,0,6,4,-4,3,-2
CCC(=NCc1ccco1)c1c(C(F)(F)F)[nH]n(-c2nc3ccccc3s2)c1=O,-2.0,-9,-14,-5,11,-3,4,-3,-17,-3
Cc1[nH]c2ccccc2c1Cc1n[nH]c(=S)n1C,0.7,4,9,-6,6,-4,2,1,-21,2
O=C(NCc1ccccc1Cl)c1ccc(-c2ccccc2)cc1,-0.1,4,-1,-2,6,1,-9,-4,-8,-1
CCOc1ccc(N(CC(=O)Nc2ccc(C)c(C)c2)S(=O)(=O)c2c(C)noc2C)cc1,-0.6,-3,-14,0,3,-9,1,-8,-17,-30
CCCCCc1nnc(NC(=O)OCCC)s1,0.2,40,3,0,6,-1,0,-15,14,-3
O=[N+]([O-])c1cccc(/C=N/N=C\c2ccccc2)c1,-6.8,60*,?,1,-3,-7,-4,/,4,/
COc1cc(OC)cc(C(=O)N2CCC(n3c(C)nc4cc(F)ccc43)CC2)c1,0.3,13,-2,-6,10,-1,5,0,1,-6
O=C(CN1C(=O)CC(c2ccco2)Sc2ccccc21)Nc1ccc2c(c1)OCCO2 (centres undefined),-0.5,-8,-10,-8,1,3,2,10,5,4
CCOCCCNC(=O)c1ccc(N2CC3CC(C2)c2cccc(=O)n2C3)c(NC(=O)Nc2cccc(OC)c2)c1 (centres undefined),0.1,12,-5,5,8,-3,-7,-4,5,-12
O=C(NCc1cccs1)c1ccc(Cl)s1,-2.1,10,-4,-8,8,-1,1,-12,5,-5
CC1=C(C(=O)NCCN2CCN(C)CC2)C2(CCC(C)CC2)OC1=O (centres undefined),-0.3,6,-4,3,0,2,4,4,3,-2
CCOC(=O)C1(Cc2cccc(Cl)c2)CCCN(C(=O)c2ccoc2C)C1 (centres undefined),-0.5,-4,-2,2,21,-1,0,18,2,/
CCOc1ccc(N2C(=O)c3ccccc3C2O)cc1 (centres undefined),-1.7,-4,-11,2,0,-9,-4,9,3,3
CCCn1nnc(NC(=O)c2cc3ccccc3o2)n1,-1.2,7,-13,0,-9,1,-1,-5,2,-2
Cc1ccc(S(=O)(=O)Cc2ccc(C(=O)N3CCCCCC3)o2)cc1,-1.1,-2,-21,1,2,-8,-3,-6,2,1
COc1cc(C(=O)Nc2cc(S(=O)(=O)N3CCOCC3)ccc2N2CCOCC2)ccc1OC(F)F,0.5,/,2,11,1,4,/,-4,11,/
CC(C)(C)Nc1nc(-c2ccccn2)nc2ccccc12,-1.4,32,?,12,28,-10,-1,-14,9,-6
O=C(N/N=C/c1sc(N2CCOCC2)nc1-c1ccccc1)c1ccccc1F,/,-22,/,/,/,/,2,i,4,-8
COC(=O)c1ccc2[nH]c(CO)c(-c3ccccc3)c2c1,-0.3,-7,-2,3,15,-7,0,19,1,3
COc1cccc(NC(=O)N2CCC3(CC2)OCCO3)c1,-0.2,2,-2,4,2,0,5,-12,1,1
Oc1ccc2ccccc2c1Br,-0.8,14,5,3,2,2,6,-4,1,-2
COc1ccc(Cc2c(C3CCCCC3)nc3ccc(Cl)cn23)c(C)c1,0.0,/,-2,2,12,7,/,/,/,/
CN1C(=O)C(Cl)(Cl)C(=O)c2ccccc21,0.6,1,0,/,/,-1,3,4,10,/
CC(C)C1=C2OC(N)=C(C#N)C(C#N)=C2C(C)CC1 (centres undefined),-4.6,8,-7,-1,-17,0,-7,-3,-22,-1
N#Cc1c(-c2ccccc2)nc2n(c1=O)CCS2,-1.9,-5,-19,-4,-26,-15,-4,-7,-6,0
CCCCc1nc(N2CCOCC2)c(C#N)c2c1CCCC2,1.0,12,13,-1,-4,2,-5,-24,-9,4
CCOC(=O)c1[nH]c2ccc(F)cc2c1NC(=O)C(C)N1CCc2cc(OC)c(OC)cc2C1 (centres undefined),0.3,2,7,3,-7,-1,-9,6,12,-2
COc1cccc(NC(=O)COC(=O)CCCc2c[nH]c3ccccc23)c1,2.6,7,-2,1,4,-3,2,15,8,-3
N#C/C(C(=O)Nc1ccc(Cl)cc1)=C(/S)Nc1ccccc1,2.5,-11,5,-3,20,-1,8,12,-20,-5
CCOc1cc(/C=N/N2CCOCC2)ccc1OCc1ccc(C(=O)OC)o1,-0.3,15,-2,9,9,-2,-3,/,10,4
O=C(CCc1ccc(S(=O)(=O)NCc2ccccc2)cc1)NCc1ccc2c(c1)OCO2,0.9,10,1,-3,-7,-4,1,-18,5,4
CCOC(=O)c1sc(=S)n(CC)c1NC(=O)c1ccccc1,0.2,17,3,3,6,4,-2,-1,-11,7
CC(C)c1ccc(CN2CCC(C(=O)NCc3cccnc3)CC2)cc1,-0.7,8,23,-5,0,-2,-3,-17,-4,6
O=C(O)C1CCN(S(=O)(=O)c2ccc(N3CCC(O)CC3)c([N+](=O)[O-])c2)CC1,1.3,-16,1,-12,22,-2,-5,-4,5,1
CC(C)c1ccc(OCCCCN2CCCCC2)cc1,1.3,10,2,3,3,2,-3,-1,0,0
CCC1S/C(=C(\C#N)C(=O)NCc2ccco2)N(c2ccc(Br)cc2)C1=O (centres undefined),-0.2,7,11,1,4,0,-1,8,-21,-1
Cc1ccc(NC(=O)CN(C)Cc2nc3c(Br)cc(Br)cc3c(=O)[nH]2)cc1,0.1,8,0,2,9,-2,-1,4,-1,2
O=C1COc2ccc(C(=O)COC(=O)c3cc(S(=O)(=O)N4CCOCC4)ccc3F)cc2N1,-1.3,-4,-2,-1,10,-2,1,-7,9,-2
O=C(c1ccc(Br)o1)N1CCCc2ccccc21,-0.5,39,4,4,10,4,-1,-11,-2,-11
CCOC(=O)N1CCC(NC(=O)c2sc(-n3cccc3)nc2C)CC1,-0.4,22,-4,-2,-6,2,-2,8,6,2
O=C(NCCCC1CCCC1)C1CCC(=O)N(Cc2cccc(F)c2)C1 (centres undefined),-0.7,-42,8,6,8,0,-1,2,-20,-1
CC(C)CCC(=O)Nc1cc(S(=O)(=O)N2CCOCC2)ccc1N1CCCC1,-0.7,/,-7,-1,-3,-5,/,/,11,/
CC(C)CCNC(=O)CCn1nc(-c2ccc(Cl)cc2)ccc1=O,-2.8,14,-23,-3,4,-3,-2,-5,3,1
COc1cc(CNc2ccc3[nH]c(=O)[nH]c3c2)ccc1OCC(=O)NC(C)(C)C,0.1,16,-18,-2,-2,0,4,-7,-4,1
CC(=O)c1ccc(OC2(C)CCN(Cc3ccccc3OC(F)F)C2)cc1 (centres undefined),-0.6,/,-9,-5,19,-2,/,/,/,/
COc1ccc(C(=O)NCc2cc(C)nc3ccccc23)cc1OC,-0.1,2,0,-1,-4,-2,4,1,-2,12
Cc1noc(C)c1CSCC(=O)Oc1ccc(N(C)S(=O)(=O)c2ccccc2)cc1,-0.2,/,3,-1,6,-1,/,-10,4,8
COc1ccc(-n2c(C)nc3sc4c(c3c2=O)CCC4)cc1,0.4,-15,-2,-3,10,-1,-2,-12,14,/
CCCCN(CC)CCNc1c(N2CCN(C(=O)OCC)CC2)c(=O)c1=O,2.8,-4,19,2,-8,3,-2,-14,3,3
Cc1ccc(NC(=O)NCCCN2CCCC2=O)c(C)c1,1.6,0,6,-2,10,2,2,-18,-2,-1
c1ccc(Nc2n[nH]nc2-c2ccccc2)cc1,-0.9,8,-10,9,17,0,-2,-2,2,-2
CC(=O)Oc1ccc(C(=O)Nc2cccnc2)cc1,0.5,35,?,7,5,-7,-4,0,0,0
O=S(=O)(c1cccc(NC(=S)NCc2ccco2)c1)N1CCOCC1,0.0,-11,-2,7,27,0,6,1,0,-5
COc1ccccc1Nc1nc(N)nc(CN2CCN(c3ccccc3F)CC2)n1,0.2,16,-14,2,-14,1,1,-4,8,-1
CC1(C)CC(=O)C2=C(C1)N(c1ccc(F)cc1)C(=O)CC2c1ccccc1 (centres undefined),-0.1,37,3,-2,-14,-2,-1,-7,-2,5
COc1ccc(NC(=O)C2CC2(Cl)Cl)cc1S(=O)(=O)N1CCCCC1 (centres undefined),0.0,/,0,2,-6,-1,/,/,7,/
CC(NCc1cccc(S(=O)(=O)N(C)C)c1)c1ccc(F)cc1 (centres undefined),2.2,23,11,12,-6,-2,5,2,3,13

# Some entries already given, reduced to BoNT-F LC inh and CCHF vOTU inh.
Molecule	BoNT-F LC inh	CCHF vOTU inh
O=C(c1ccc(Br)o1)N1CCCc2ccccc21	4	10
CCOC(=O)N1CCC(NC(=O)c2sc(-n3cccc3)nc2C)CC1	-4	-6

# Whole records, looked up by structure:
# CCCCN(CC)CCNc1c(N2CCN(C(=O)OCC)CC2)c(=O)c1=O in the list: BoNT-A LC inh2: 2.8; DUSP3 inh: -4; BoNT-F LC inh: 19; PrPC surface inh: 2; CCHF vOTU inh: -8; Anthrax LF inh2: 3; 3CLpro inhibitor: -2; PriA SSB inh: -14; MazF activator: 3; Rv3671c protease: 3
# O=C(c1ccc(Br)o1)N1CCCc2ccccc21 in the list: BoNT-A LC inh2: -0.5; DUSP3 inh: 39; BoNT-F LC inh: 4; PrPC surface inh: 4; CCHF vOTU inh: 10; Anthrax LF inh2: 4; 3CLpro inhibitor: -1; PriA SSB inh: -11; MazF activator: -2; Rv3671c protease: -11

# (listing goes on)
SMILES,BoNT-A LC inh2,DUSP3 inh,BoNT-F LC inh,PrPC surface inh,CCHF vOTU inh,Anthrax LF inh2,3CLpro inhibitor,PriA SSB inh,MazF activator,Rv3671c protease
Cc1nn(C)c(C)c1CCC(=O)N1CCCC(N2CCN(c3ccc(F)cc3)CC2)C1 (centres undefined),0.3,66,-1,-5,7,2,-9,-14,-5,-6
CCn1c2ccccc2c2cc(NC(C)=O)ccc21,0.7,30,-7,6,6,1,5,-4,5,2
CCOC(=O)C1=C(c2ccccc2)NC(SC)=C(C#N)C1c1cccnc1 (centres undefined),-0.6,1,-1,-1,-2,1,4,-6,-3,-4
O=C(NNC1CC(=O)N(c2ccccc2)C1=O)c1ccccc1Cl (centres undefined),-2.1,17,?,-5,-5,14,0,-5,7,13
Cc1ccc(O)c(CNc2nc3ccccc3n2C)c1,3.7,21,10,-1,-7,-2,-5,-16,-2,8
O=C(NNC(=O)c1cc(S(=O)(=O)N2CCOCC2)ccc1Cl)c1ccc(F)cc1,0.1,/,-1,7,-1,5,/,/,-4,/
O=C(NCCCN1CCOCC1)c1ccc2c(c1)N(Cc1c(F)cccc1Cl)C(=O)CS2,3.8,0,7,-3,0,15,-1,-3,1,9
COc1ccc(C)cc1S(=O)(=O)N(C)CC(=O)Nc1ccc2c(c1)OCO2,0.3,1,-5,11,30*,2,-6,6,-3,-8
COc1ccc(S(=O)(=O)N2CCN(Cc3cccnc3)CC2)cc1,1.0,17,0,-3,-13,7,0,-2,-2,/
O=C(NC(=S)Nc1c(F)cc(F)cc1Br)c1ccc2c(c1)OCCO2,/,13,/,4,-7,/,4,-11,-8,-6
Cc1cccc(NC(=S)/N=C(\N)Nc2nc(C)c3ccccc3n2)c1,-0.4,2,-3,-2,12,0,9,/,1,-28
CC(C)c1cc(-c2n[nH]c(=S)n2Cc2ccccc2)cs1,0.1,27,5,7,9,-3,6,-5,-6,0
Cc1ccc(CONC(=O)c2ccc(C)cc2)cc1,1.6,/,9,0,4,4,/,-10,6,-5
COc1ccccc1NC(=S)N/N=C1\CC(C)(C)Oc2ccc(O)cc21,-1.0,-24,-5,-11,0,-7,9,/,49,6
Cc1ccc(C(=O)CSc2nc3ccccc3c(=O)n2N)o1,2.0,36,2,-32,15,0,-4,-1,6,-1
O=C(COc1ccc(Br)cc1F)Nc1nnc(C2CC2)s1,-1.1,/,-8,6,6,2,/,-5,1,0

# High-throughput results (PubChem)

# This is a subset. The share of hits here may be higher or lower than overall.
